# Growth percent in the NCI-60 one-dose screen (48 h, 10 µM unless noted): 100 = growth as untreated, 0 = no growth, -100 = all killed.
# HL-60(TB) – HL-60(TB) leukemia cells. actives 9% (n = 78,000); active = growth percent below 10
# * hit, by the source's call; & = joins results of further samples; [ ] = another dose, or the depositor's remark. Some of the compounds tested; count on the stated rates, not on these rows.
SMILES,HL-60(TB)
CC/C(=C(/c1ccc(O)cc1)c1ccc(OCCN2CCCCCC2)cc1)c1ccc(Cl)cc1,54
N#C/C(=C\c1ccc(Cl)cc1)C(=O)c1ccccc1,98
CCCCCCCCCCCCCCCCNC(=O)NCCC,100
Cc1ccccc1Nc1n[nH]c(=S)s1,103
Cc1ccc(C(SCC(N)C(=O)O)(c2ccccc2)c2ccc(C)cc2)cc1 (stereo not drawn),-36*
CC(C)COC(=O)c1ccc(NC(=O)CNCCCN(C)C)cc1,82
O=C(O)CCCOc1cc(Cl)c(Cl)cc1Cl,118
CCCC(=O)NC(c1cccnc1)c1cc(C(C)=O)c2cccnc2c1O (stereo not drawn),25
CC(C)CCNC(=O)[C@@H](Cc1ccccc1)n1cccc(NC(=O)OCc2ccccc2)c1=O,93
COc1ccc(C2=Nn3c(SCC(=O)c4ccc(F)cc4)nnc3SC2)cc1,73
OCCOCCN1CCN(C2=Nc3ccccc3Sc3ccccc32)CC1,84&107
CCCCCCc1cc(N=Nc2ccc(S(=O)(=O)Nc3cc(C)nc(C)n3)cc2)c(O)cc1O,94
NS(=O)(=O)c1ccc(Cn2c(SCC(=O)N/N=C/c3ccccc3)nc3ccccc3c2=O)cc1,102
CC(C)(O)Cc1ccccc1Cl,106
Cc1ccc(C)n1/C=C/n1c(C)ccc1C,128
CCN(CC)C(=O)CSc1ccc(Cl)nn1,101
Cc1ccc(S(=O)(=O)c2nc(S(C)(=O)=O)sc2N2CCNCC2)cc1,85
O=C1Nc2ccc(Br)cc2C1=Nc1ccc(O)cc1,100
COc1cc(OC)cc(C(=O)Nc2cccc(-c3cc(=O)c4ccccc4o3)c2)c1,104
CC(=O)N1N=C(c2ccc(Cl)cc2)CC1c1sc(N2CCOCC2)nc1Cl (stereo not drawn),100
COc1ccc(C(=O)COc2cccc(/C=C3\CSc4ccc(C)cc4C3=O)c2)cc1,46
COC(=O)[C@]12C3=CC=C[C@@H]1[C@@]1(C[C@@H](c4ccoc4)OC1=O)[C@@H](C)C[C@@H]2OC3=O,102
COc1cc2c(cc1O)C(CSC)Cc1cc3c(cc1N(C)CC2)OCO3 (stereo not drawn),69
COc1cc(-c2nc(-c3ccccc3)[nH]c2-c2ccnc(NCCCNS(=O)(=O)c3cccc(F)c3)n2)ccc1F,95
COc1ccc(Cn2c(Br)c3c(c2-c2cc(OC)c(OC)c(OC)c2)CCc2sc(NC(=O)c4ccc(OC)cc4)nc2-3)cc1,56

# 5 records picked at random from those above:
SMILES,HL-60(TB)
N#C/C(=C\c1ccc(Cl)cc1)C(=O)c1ccccc1,98
Cc1ccc(S(=O)(=O)c2nc(S(C)(=O)=O)sc2N2CCNCC2)cc1,85
COc1cc2c(cc1O)C(CSC)Cc1cc3c(cc1N(C)CC2)OCO3 (stereo not drawn),69
Cc1ccc(C)n1/C=C/n1c(C)ccc1C,128
O=C1Nc2ccc(Br)cc2C1=Nc1ccc(O)cc1,100

# The listing continues.
SMILES,HL-60(TB)
CC(O)CC(c1ccccc1)c1ccccc1 (stereo not drawn),103
Cc1ccc(C)c(N=Nc2cc(C)ccc2C)c1,92
N#CC(=C(c1ccccc1)c1ccccc1)c1ccccc1,85
CN(C)CCOC1(CC2CCCCC2)CCC(C(C)(C)C)CC1 (stereo not drawn),73
O=C(COC(=O)c1cc(NS(=O)(=O)c2cccs2)ccc1O)Nc1ccccc1F,98
CCCc1ccc(OC)cc1,123
COc1ccc(-c2nc(SCCCCC(=O)NO)[nH]c(=O)c2C#N)cc1OC,120
COC(=O)C1=C(C(=O)c2ccc(OC)cc2)C(c2ccccc2)C(C#N)=C(N)O1 (stereo not drawn),100
c1ccc(SC(c2ccccc2)c2ccccc2)cc1,112
Cc1nnc(C(=O)NC(C)(C)c2nc(C(=O)NCc3ccc(F)cc3)c(O)c(=O)n2C)o1,112
Nc1cc(-c2cccc(C(=O)NCc3ccc4c(c3)OCO4)c2)ccn1,98
Cc1ccc(Cc2cnc(-n3nnc(C(=O)O)c3C)s2)cc1,82
O=c1[nH]c(=S)[nH]c2nc[nH]c12,87
CC1(C)CC(=O)C2(CNC3=C(CCC(C)(C)C3)C2)C(=O)C1,99
CCCCCC(=O)OCCCc1ccccc1,97
Cc1nc2ccc(-n3c(-c4ccc(Cl)cc4)nc4ccccc4c3=O)cc2n1Cc1ccccc1,78
N#CCC(=O)Nc1sc2c(c1C(N)=O)CCCC2,102
CCN(CC)c1ccc(C=O)c(OCc2cn(CC(=O)Nc3ccc(Br)cc3C)nn2)c1,104
CCCCSc1nnc(-c2c(C)nc3ccc(Br)cn23)o1,105
CC1CN(C=O)CC(C)N1CCN1C(C)CN(C=O)CC1C (stereo not drawn),110
O=C(CCc1ccccc1)CCc1ccccc1,84
O=C(NC([Se])=NC1CCCCC1)c1ccc2c(c1)OCO2,66
C/C(=N\NC(=O)CSc1nc2ccccc2c(=O)n1Cc1ccc(S(N)(=O)=O)cc1)c1ccccc1,101
Nc1nc(Nc2cc([N+](=O)[O-])ccc2O)nc(C(Cl)(Cl)Cl)n1,99
COc1c(C(=O)Nc2ccc(C)c(Br)c2)ccc2ccccc12,91
# Later entries.
SMILES,HL-60(TB)
COc1ccc(C2NC(=O)c3ccccc3N2)c(OC)c1OC (stereo not drawn),60
CCOC(=O)CCN(c1c(Cl)ssc1=O)C(C)C,101
Cc1ccc(S(=O)(=O)NN2CCCCCC2)cc1,91
O=C(Nc1ncc(Cc2ccccc2)s1)c1ccccc1,75
CC(=O)C1CN(C)CCC1=O (stereo not drawn),95
O=C1c2ccccc2C(=O)c2cc(N3CCCCC3)ccc21,45
Nc1nnc(CCS(=O)(=O)c2ccc(Cl)cc2)s1,103
Cc1cc(O)ccc1C1(c2ccc(O)cc2C)OS(=O)(=O)c2ccccc21,126
O=C(O)C(=O)c1ccccc1,97
Nc1cc2c(cc1[N+](=O)[O-])-c1ccccc1/C2=N\O,105
CCOc1c2ccc(Cl)cc2nc2ccc(OC)cc12,90
O=C(NNc1ccccc1)C1CCC(=O)N1Cc1ccccc1 (stereo not drawn),42
O=C(CN1C(=O)NC2NC(=O)NC21)N/N=C/c1cccc([N+](=O)[O-])c1 (stereo not drawn),99
O=C(C#Cc1ccccc1)c1ccccc1,81
CCCCCCN1CC1,104
COc1cc2oc(-c3cccc(C(=O)Nc4ccc(Cl)cc4)c3)cc(=O)c2c(OC)c1OC,-11*
COc1ccc2[nH]c(O)c(/C=c3/cc4c(c(-c5cc(OC)c(OC)c(OC)c5)n3)=Nc3ccccc3-4)c2c1,59
CC1=CC(=O)C2=C(C)CC(OC(=O)c3cccc4ccccc34)[C@@H]3[C@H](OC(=O)[C@@H]3C)[C@@H]12 (stereo partly drawn),57
COc1ccc([C@@H]2c3[nH]c4ccccc4c3C[C@@H]3C(=O)N(C4CCN(CC5CCCCC5)CC4)CC(=O)N23)c(OC)c1,58
CSC(=Nc1ccccc1)Nc1ccccc1,94
CCN1CC2(CN(CC)C1=S)C(=O)NC(=O)NC2=O,83
C(#Cc1ccccc1C#Cc1ccccn1)c1ccc(OCCCCCCOc2ccc(C#Cc3ccccc3C#Cc3ccccn3)cc2)cc1,14
O=C(O)CC(C(=O)O)/C(=C\c1ccccc1)c1ccccc1 (stereo not drawn),107
O=C(Nc1ccc(-n2ccc3c(NC(=O)c4ccccc4)ncnc32)cc1)c1cccc(C(F)(F)F)c1,44
CCOC(=O)c1c(-c2ccc(OC)cc2)c(C#N)c(=O)n(-c2cccc(C(F)(F)F)c2)c1N,103

# In the list so far, these contain a cyano group.
SMILES,HL-60(TB)
N#C/C(=C\c1ccc(Cl)cc1)C(=O)c1ccccc1,98
N#CC(=C(c1ccccc1)c1ccccc1)c1ccccc1,85
COc1ccc(-c2nc(SCCCCC(=O)NO)[nH]c(=O)c2C#N)cc1OC,120
COC(=O)C1=C(C(=O)c2ccc(OC)cc2)C(c2ccccc2)C(C#N)=C(N)O1 (stereo not drawn),100
N#CCC(=O)Nc1sc2c(c1C(N)=O)CCCC2,102
CCOC(=O)c1c(-c2ccc(OC)cc2)c(C#N)c(=O)n(-c2cccc(C(F)(F)F)c2)c1N,103

# (list continues)
SMILES,HL-60(TB)
CSc1ccc(Cc2nc3ccccc3[nH]2)cc1,97
CCOC(=O)[C@H](CCc1ccccc1)N[C@H](C)C(=O)N1C2CCCCC2C[C@H]1C(=O)O (stereo partly drawn),104
CC(=O)O[C@]1(C)C(=O)C23C=CC1C[C@@]21O[C@@H]2C(C)(C)C=C[C@H](O)C23COC1=O,108
CC1(C)CC[C@]2(C(=O)O)CC[C@]3(C)C(=CC[C@@H]4[C@@]5(C)CC[C@H](O)[C@@](C)(C=O)[C@@H]5CC[C@]43C)[C@H]2C1,102
COc1ccc(/C=C(\C#N)n2nnc3ccccc32)cc1,-13*
N#Cc1ccc(NC(=O)Nc2nc3ccc(OC(F)(F)F)cc3s2)cc1,-47*
Cc1cnc([C@]23CCC(C)(C)C[C@H]2C2=CC[C@@H]4[C@@]5(C)Cc6c([nH]c7ccccc67)C(C)(C)[C@@H]5CC[C@@]4(C)[C@]2(C)CC3)o1,51[100 µM]
COC(=O)c1ccc(CSc2nnc(-c3c(C)nc4ccc(Cl)cn34)o2)cc1,108
C#CC(F)(F)[C@]1(O)CC[C@H]2[C@@H]3CCC4=CC(=O)CCC4=C3[C@@H](c3ccc(C4CC4)cc3)C[C@@]21C,-61*
CC(C)C(=O)C(C)(C)CCc1cccnc1,66
COc1ncc2cc1NS(=O)(=O)c1cccc(c1)C(=O)NCC1=CC=C(S1)c1ccnc3c1SC2=C3C,90
CN(C(=O)CN1C(=O)/C(=C/c2cccs2)SC1=S)C1CCS(=O)(=O)C1 (stereo not drawn),93
CCCCCCCCCCNCCC(=O)O,104
CC1(C)CC[C@]2(CO)CC[C@]3(C)C(=CC[C@@H]4[C@@]5(C)CC[C@H](NCO)C(C)(C)[C@@H]5CC[C@]43C)[C@@H]2C1,-61*
O=C(c1ccc(F)cc1)n1cc(-c2ccccc2)c(-c2ccccc2)c1,111
ClC(Cl)=C1NC(c2ccccc2)=NCc2nccn21,115
Cn1c(=O)[nH]c2nc(SCC(=O)c3ccc(Br)cc3)[nH]c2c1=O,103
CC([C@H]1CCC2C3CCC4C[C@@H](N)CC[C@]4(C)C3CC[C@@]21C)N(C)C (stereo partly drawn),31
CC(C)(NC(=O)c1cc(Cl)c2ccccc2c1O)C(=O)O,72
O=S(=O)(NCCNc1nccc(-c2c(-c3cccc(F)c3)nc3occn23)n1)c1ccc(Cl)cc1,101
c1cc(C2CCOCC2)ccn1,102
COc1ccccc1NC(=O)c1ccccc1,134
COc1ccc2[nH]c(O)c(N=NC(=O)c3ccc4nc(-c5ccc(Cl)cc5)[nH]c4c3)c2c1,88
COc1ccc(/C=N\NC(=S)N/N=C/c2ccc(OC)c(OC)c2)cc1OC,79
Cc1cc(C)cc(Oc2cccc(-c3c(C)nnn3C3CCN(CCN(C)C)CC3)n2)c1,-37*
COc1ccc(C(=O)/C=C/c2ccccc2Cl)cc1,88
COc1ccc2c3c(ccc2c1)C(=O)/C(=C\O)CC3,75
COc1ccc(C(=O)Nc2cccc(C(F)(F)F)c2)cc1,90
COc1ccccc1/C=N\NC(=O)N/N=C/c1ccccc1OC,93&115

# Gathered by group: the compounds so far with a nitro group on carbon (3)
SMILES,HL-60(TB)
Nc1nc(Nc2cc([N+](=O)[O-])ccc2O)nc(C(Cl)(Cl)Cl)n1,99
Nc1cc2c(cc1[N+](=O)[O-])-c1ccccc1/C2=N\O,105
O=C(CN1C(=O)NC2NC(=O)NC21)N/N=C/c1cccc([N+](=O)[O-])c1 (stereo not drawn),99

# 7 of the compounds above, bar-delimited:
SMILES | HL-60(TB)
C#CC(F)(F)[C@]1(O)CC[C@H]2[C@@H]3CCC4=CC(=O)CCC4=C3[C@@H](c3ccc(C4CC4)cc3)C[C@@]21C | -61*
CC(C)C(=O)C(C)(C)CCc1cccnc1 | 66
COc1ncc2cc1NS(=O)(=O)c1cccc(c1)C(=O)NCC1=CC=C(S1)c1ccnc3c1SC2=C3C | 90
CN(C(=O)CN1C(=O)/C(=C/c2cccs2)SC1=S)C1CCS(=O)(=O)C1 (stereo not drawn) | 93
CCCCCCCCCCNCCC(=O)O | 104
CC1(C)CC[C@]2(CO)CC[C@]3(C)C(=CC[C@@H]4[C@@]5(C)CC[C@H](NCO)C(C)(C)[C@@H]5CC[C@]43C)[C@@H]2C1 | -61*
O=C(c1ccc(F)cc1)n1cc(-c2ccccc2)c(-c2ccccc2)c1 | 111
